Screening data deposited in PubChem BioAssay by National Center for Advancing Translational Sciences (NCATS).
KB-V1 MDR tox – kills drug-selected multidrug resistant KB-V1 cells | actives 3.4% (n = 400,000) | AID 1347076 | Potency, µM (titrated, usually from 46.1 µM), inactives show at the highest dose activity change, negative = cytotoxicity, hits mostly cytotoxic | KB-V1 MDR cells viability, CellTiter-Glo, 72 h; also: % is scaled to controls: 0 for no effect and ±100 for the full control effect; nearly all actives have a fitted effect of over 60% in size
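qHTS viability screen in drug-selected KB-V1 MDR cells: 72 h compound treatment at 37 degrees C, ATP luminescence end point.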
TDP-43 yeast inh – inhibitors of TDP-43 toxicity in yeast | TDP-43 expressing yeast growth rescue, BacTiter-Glo, 24 h | Potency, µM (series often up to 46.1 µM), inactives show at the top dose growth rescue (activation), most hits filed as activators | actives 1.8% (n = 410,000); also: % of control where 0% means no effect; nearly all actives have a fitted effect of over 50% in size
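Yeast expressing TDP-43 (pregrown in raffinose, seeded at OD600=0.02 in galactose medium) exposed to compounds 24 hr at 30 deg C. Growth read by BacTiter-Glo luminescence; rescue of toxicity appears as increased signal.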
HT1080 IDH1KD tx – HT-1080 IDH1 knockdown cell toxicity (counter line) | HT-1080 IDH1 knockdown viability, ATP luminescence, 48 h | Potency, µM (highest dose often 46.1 µM), for inactives: at the top dose activity, negative = toxicity, usual class: cytotoxic | actives 2% (n = 360,000);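 also: 0% = DMSO wells and -100% = cell-free medium wells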
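In this qHTS, HT-1080 cells depleted of IDH1 are exposed for 48 h at 37 °C to compound titrations. Toxicity is scored from CellTiter-Glo luminescence, with DMSO as full viability and medium alone as none.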
GLP1R inv ag – inverse agonists of human GLP-1 receptor. HEK293 GLP-1R CRE-luciferase, luminescence, 24 h; GLP-1R form is constitutively active. actives 1.6% (n = 410,000). Potency, µM (doses to about 38.3 µM), inactives show top-dose activity change, negative = inhibition, actives largely listed as inhibitors. P43220; also: % is scaled to controls: 0 for no effect and ±100 for the full control effect; nearly all actives have a fitted effect of over 55% in size
Target sequence (P43220 whole entry, looked up): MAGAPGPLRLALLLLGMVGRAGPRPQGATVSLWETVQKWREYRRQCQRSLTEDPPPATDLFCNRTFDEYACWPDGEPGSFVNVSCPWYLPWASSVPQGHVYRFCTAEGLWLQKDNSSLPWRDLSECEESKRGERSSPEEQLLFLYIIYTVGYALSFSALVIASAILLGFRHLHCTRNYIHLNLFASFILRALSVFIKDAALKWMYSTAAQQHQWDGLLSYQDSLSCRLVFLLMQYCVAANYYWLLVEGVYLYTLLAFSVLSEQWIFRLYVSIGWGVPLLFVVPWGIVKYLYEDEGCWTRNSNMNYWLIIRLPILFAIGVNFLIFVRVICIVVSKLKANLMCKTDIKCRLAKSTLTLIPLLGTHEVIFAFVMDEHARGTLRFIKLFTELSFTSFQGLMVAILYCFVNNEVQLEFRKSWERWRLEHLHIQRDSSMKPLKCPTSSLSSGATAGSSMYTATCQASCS
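Readout was luciferase luminescence, measured 12 min after detection reagent at room temperature. Beforehand, GLP-1R reporter HEK293 cells had sat 12 h, then received compounds for 24 hr at 37 deg C.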
GLP1R cytotox – cytotoxicity counter-screen for GLP-1 receptor inverse agonists; HEK293 cAMP-luciferase reporter cells, luminescence, 24 h; Potency, µM (series often up to 38.3 µM), inactives show top-dose activity change, negative = inhibition, hits mostly inhibitors; actives 0.13% (n = 410,000); AID 624418;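 also: loss of luciferase light is scored as toxicity; % is scaled to controls: 0 for no effect and ±100 for the full control effect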
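Step one: seed cells (200 cells/uL, DMEM with 10% Nu serum, 1% pen-strep). Step two: 12-hour incubation at 37 deg C. Step three: pin 23 nL compound, incubate 24 hr. Step four: add luciferase reagent, read luminescence 12 min later.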
SW480 rerep – inducers of DNA re-replication in SW480 colon cancer cells; SW480 DNA re-replication, Hoechst DNA content imaging, 48 h; Potency, µM (top dose mostly 46.1 µM), inactives show top-dose re-replication activation, hits mostly activators; actives 1.8% (n = 340,000); also: % of control where 0% means no effect; nearly all actives have a fitted effect of over 55% in size
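Compounds, transferred as 23 nL by pin tool, were incubated with cells for 48 hr; DNA content per nucleus was then quantified by Hoechst staining and fluorescence plate imaging.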
HT1080-NT tox – kills 2HG-producing HT-1080-NT fibrosarcoma cells | Potency, µM (top dose mostly 46.1 µM), inactives show at the highest dose activity, negative = less viability, hits mostly cytotoxic | AID 686970 | HT-1080-NT fibrosarcoma viability, CellTiter-Glo ATP luminescence, 48 h | actives 1.6% (n = 360,000);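 also: NT is the 2HG producing partner of a matched IDH1 knockdown line; 0% = DMSO-treated cells and -100% = media-only wells without cells; nearly all actives have a fitted effect of over 55% in size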
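HT-1080-NT fibrosarcoma cells (2HG-overproducing), 750 cells/well in RPMI with 5% FBS, dosed after 2 h and incubated 48 h at 37C. CellTiter-Glo luminescence normalized to DMSO and no-cell wells; concentration-response curves fitted and classed.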
KB-3-1 cytotox – kills parental KB-3-1 adenocarcinoma cells | KB-3-1 viability, CellTiter-Glo ATP luminescence, 72 h | Potency, µM (highest dose often 46.1 µM), without a hit: at the top dose activity change, negative = cytotoxic, most hits filed as cytotoxic | actives 1.4% (n = 400,000) | AID 1347075; also: % is scaled to controls: 0 for no effect and ±100 for the full control effect; nearly all actives have a fitted effect of over 60% in size
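Here the drug-naive KB-3-1 line serves as comparator for MDR sub-line selectivity; cells received compound titrations, 72 h at 37 °C, then CellTiter-Glo readout.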
GLP1R ag – activates the human GLP-1 receptor. P43220. HEK293 GLP-1R CRE-luciferase, luminescence, 4-6 h; cells express a hypersensitive GLP-1R form. Potency, µM (highest dose often 45.6 µM), for inactives: top-dose activation, hits mostly activators. actives 0.007% (n = 380,000); also: % of control where 0% means no effect
Numbers without * were called inactive; ? = inconclusive; . = no result given; [ ] = remark or other dose. Calls follow the shape of the dose curve; as a rule, active = well fitted curve in the direction sought with a large enough effect; inconclusive = small, poorly fitted or top-dose-only effect, or another doubt; inactive = no such curve, though single readings can be large; an effect the other way counts as inactive or inconclusive. Potency is read from the fitted curve at half-maximal effect. Rows are unselected; about 9.4% have a hit in one of these screens.

SMILES	KB-V1 MDR tox	TDP-43 yeast inh	HT1080 IDH1KD tx	GLP1R inv ag	GLP1R cytotox	SW480 rerep	HT1080-NT tox	KB-3-1 cytotox	GLP1R ag
O=C(CN1C(=O)S/C(=C\c2cccs2)C1=O)Nc1ccc(O)cc1C(=O)O	0%	-14%	-7%	48%[activator]	-10%	-4%	3%	0%	-6%
COc1cc(C(=O)OCC(C)=O)c([N+](=O)[O-])cc1OC	0%	6%	1%	142%[activator]	14%	-2%	2%	3%	0%
CC(=O)Nc1ccc(CN(C)c2c(C)nc3ccc(C(=O)N4CCN(C(C)=O)CC4)cn23)cc1	-4%	15%	-1%	2%	-1%	.	24%	12%	-2%
CC1CC(C)CN(C(=O)C(Cc2ccccc2)NC(=O)c2ccccc2)C1 (stereo not drawn)	-46%	-9%	1%	?	1%	?	-5%	0%	-2%
Cc1ccc(CO/N=C/c2c(O)cc(C)oc2=O)cc1	2%	-20%	2%	2%	29%	-6%	3%	-11%	-1%
CC(C)N(CCc1ccncc1)C(=O)Nc1ccc(Cl)c(Cl)c1	5%	1%	-29%	?	-14%	1%	-12%	-4%	-1%
NC1=NC(=Nc2ccc(Cl)cc2)c2ccccc21	5%	16%	?	8%	-11%	-9%	-29%	-13%	8%
O=c1nc2ccccn2c2ccc(S(=O)(=O)N3CCCCC3)cc12	0%	14%	8%	9%	-4%	-1%	6%	13%	9%
N#Cc1c[nH]n2c(=O)c3c(nc12)CCC3	0%	-4%	9%	9%	-4%	17%	4%	-7%	9%
Nc1nsc2ccccc12	?	21%	2.5µM*	-20%	?	?	2.5µM*	?	-1%
COc1ccc(CCNC(=O)CCCCCNC(=O)N2CCn3c2nc2ccccc23)cc1OC	-3%	-12%	-1%	20%	5%	2%	2%	0%	-1%
FC(F)(F)Oc1ccc(NC(=S)Nc2ccccc2N2CCOCC2)cc1	10%	-16%	-10%	?	-5%	8%	0%	?	9%
NS(=O)(=O)c1ccc(NC(=S)NCc2ccc(Cl)cc2)cc1	5%	-10%	-8%	4µM*	-2%	1%	-9%	-26%	2%
CC(=O)N1CC(C)Oc2ccc(S(=O)(=O)Nc3ccc(Cl)cn3)cc21 (stereo not drawn)	6%	-3%	0%	-13%	-8%	?	2%	-1%	-1%
CCOC(=O)C(C)Sc1nc2c([nH]c3ccccc32)c(=O)n1C (stereo not drawn)	?	-30%	?	24%	-30%	1%	?	4%	-2%
CCCCC(=O)Nc1ccc2c(c1)nc(CN1CCN(C(=O)OCC)CC1)n2C	10%	-3%	-1%	2%	3%	5%	-5%	0%	4%
Cc1ccc(NC(C#N)c2ccccc2OCc2ccccc2)cc1 (stereo not drawn)	-5%	-30%	-1%	-10%	-8%	18%	-8%	-2%	1%
CCc1ccc(NC(=O)CSc2ccc(-c3cccnc3)nn2)cc1	9%	-8%	-4%	8%	3%	1%	4%	-1%	8%
COc1cccc(CNc2nc3cc(-c4cccc(Cl)c4)sc3c(=O)n2C)c1OC	8.2µM*	0%	-7%	20%	1%	.	-4%	15µM*	-3%
CCOC(=O)N1CCN(c2cc(=O)n(-c3ccccc3Cl)c(=O)[nH]2)CC1	3%	?	-1%	14%	4%	-6%	1%	7%	0%
O=C1N(Cc2cccnc2)C[C@@H]2C[C@@H](c3ccc(C(F)(F)F)cc3)N3CCC[C@@]123	-20%	-9%	-23%	11%	-2%	1%	-14%	1%	4%
CCn1c(C)[n+](CC)c2ccc(S(=O)(=O)NC)cc21	?	-3%[9.22 µM]	9%	22%[7.66 µM]	17%[7.66 µM]	-4%	0%	3%	4%
Cc1nnc(NC(=O)c2ccc(C)c(S(=O)(=O)N3CCCCCC3)c2)s1	-24%	3%	-11%	4%	0%	-17%	-4%	-18%	7%
Cc1ccc(C(=O)C2CCN(S(=O)(=O)c3ccccc3C(=O)O)CC2)cc1	13%	-10%	14%	-7%	4%	-12%	-1%	1%	7%
Cc1cc2cc(C)c3nnc(SCC(=O)Nc4ccc(S(=O)(=O)N5CCCCC5)cc4)n3c2cc1C	-9%	28%	0%	6%	-15%	-4%	-1%	-10%	0%
NNC(=O)CSc1nc(-c2ccccc2)nc2c1CCCC2	4%	-11%	-24%	4%	-11%	3%	-1%	5%	15%
N/C(=N\OC(=O)c1ccc(Cl)c(Cl)c1)c1cccc(CSc2ccccn2)c1	0%	11µM*	3%	72%[activator]	0%	-10%	15%	-4%	7%
Cc1ccc(C(O)CSc2nnc(-c3ccc4ccccc4c3)n2C)cc1 (stereo not drawn)	-13%	23%	-1%	?	7%	-4%	-1%	0%	-1%
Cc1cccc(C)c1NC(=O)CSc1nnc(-c2cccnc2)o1	-3%	13%	-3%	1%	1%	0%	7%	-5%	0%
CCN(CC)c1nc(-c2ccccc2)ncc1S(=O)(=O)c1ccc(C)cc1	-3%	24%	-27%	?	6%	-4%	?	-4%	22%
COc1ccc(CNC(=O)C(Cc2ccccc2)NS(=O)(=O)c2ccc3c(c2)CCN3C(C)=O)cc1 (stereo not drawn)	4%	9%	.	12%	1%	.	.	3%	.
CC(C)OC(=O)CSc1nnc(-c2cnccn2)n1C	1%	3%	21%	18%	-5%	2%	21%	5%	-6%
O=[N+]([O-])/C(N=Nc1ccccc1)=N\Nc1ccccc1	4%	-3%	?	?	0%	-1%	?	-6%	-1%
CCN(CC)S(=O)(=O)c1ccc(C(=O)N2CC(=O)Nc3ccc(F)cc3C2c2ccccc2)cc1 (stereo not drawn)	7%	6%	.	-2%	3%	.	.	1%	.
COc1ccc(CN2C(=O)N(c3ccccc3)C(=O)C2CC(=O)Nc2ccccc2)cc1OC (stereo not drawn)	-12%	-11%	25%	0%	23%	?	1%	12%	7%
Cc1nc2c(-c3ccccc3)c(C)nn2c(C)c1CCC(=O)NCc1ccc(F)cc1	15%	-3%	.	3%	1%	.	.	-12%	-1%
C=CCn1c(SC(C)C(=O)Nc2ccc(F)c(F)c2F)nnc1C1CC1 (stereo not drawn)	-8%	-16%	17%	6%	9%	-7%	15%	4%	6%
Cc1ccccc1NC(=O)Cc1nc(COC(=O)c2ccc(Cl)nc2)cs1	15%	0%	0%	-9%	7%	-715%[inhibitor]	11%	-3%	6%
O=C(CNc1cccc(S(=O)(=O)N2CCCC2)c1)Nc1ccc(C(F)(F)F)cc1	-2%	10%	-26%	10µM*	10%	-2%	-18%	?	-4%
O=C(c1ccc(S(=O)(=O)N2CCCC2)cc1)N1CCN(Cc2ccc3c(c2)OCO3)CC1	?	9%	-2%	?	-5%	-4%	0%	-29%	-2%

Entries of single compounds, looked up by structure.
CC(C)OC(=O)CSc1nnc(-c2cnccn2)n1C reads KB-V1 MDR tox = 1%; TDP-43 yeast inh = 3%; HT1080 IDH1KD tx = 21%; GLP1R inv ag = 18%; GLP1R cytotox = -5%; SW480 rerep = 2%; HT1080-NT tox = 21%; KB-3-1 cytotox = 5%; GLP1R ag = -6%
Cc1nc2c(-c3ccccc3)c(C)nn2c(C)c1CCC(=O)NCc1ccc(F)cc1 reads KB-V1 MDR tox = 15%; TDP-43 yeast inh = -3%; HT1080 IDH1KD tx = .; GLP1R inv ag = 3%; GLP1R cytotox = 1%; SW480 rerep = .; HT1080-NT tox = .; KB-3-1 cytotox = -12%; GLP1R ag = -1%

Going on with the list.
SMILES	KB-V1 MDR tox	TDP-43 yeast inh	HT1080 IDH1KD tx	GLP1R inv ag	GLP1R cytotox	SW480 rerep	HT1080-NT tox	KB-3-1 cytotox	GLP1R ag
CC(C)CN(C(=O)COC(=O)c1cc(=O)[nH]c2ccccc12)c1c(N)n(Cc2ccccc2)c(=O)[nH]c1=O	-3%	4%	1%	-12%	-2%	-8%	2%	17%	13%
CCOc1ccc(-c2nc(C#N)c(NC3CC3)o2)cc1	13%	9%	-17%	0%	-3%	-9%	11%	-15%	-5%
COc1ccccc1C1=NN(C(=O)c2ccccc2)C(c2ccc(Br)cc2)C1 (stereo not drawn)	?	3%	21%	-1%	-7%	-9%	27%	11%	4%
CC1(C)CC(=O)C(C=Nc2cccnc2/N=C/C2=C(O)CC(C)(C)CC2=O)=C(O)C1	-2%	?	4%	9%	63%[activator]	17%	1%	-10%	8%
CCOC(=O)C(c1ccccc1)C(Nc1ccccc1)c1ccccn1 (stereo not drawn)	?	18%	-10%	?	-5%	-13%	6%	-5%	12%

Of the compounds above, nine have an aryl thioether with sulfur outside any ring:
SMILES	KB-V1 MDR tox	TDP-43 yeast inh	HT1080 IDH1KD tx	GLP1R inv ag	GLP1R cytotox	SW480 rerep	HT1080-NT tox	KB-3-1 cytotox	GLP1R ag
CCOC(=O)C(C)Sc1nc2c([nH]c3ccccc32)c(=O)n1C (stereo not drawn)	?	-30%	?	24%	-30%	1%	?	4%	-2%
CCc1ccc(NC(=O)CSc2ccc(-c3cccnc3)nn2)cc1	9%	-8%	-4%	8%	3%	1%	4%	-1%	8%
Cc1cc2cc(C)c3nnc(SCC(=O)Nc4ccc(S(=O)(=O)N5CCCCC5)cc4)n3c2cc1C	-9%	28%	0%	6%	-15%	-4%	-1%	-10%	0%
NNC(=O)CSc1nc(-c2ccccc2)nc2c1CCCC2	4%	-11%	-24%	4%	-11%	3%	-1%	5%	15%
N/C(=N\OC(=O)c1ccc(Cl)c(Cl)c1)c1cccc(CSc2ccccn2)c1	0%	11µM*	3%	72%[activator]	0%	-10%	15%	-4%	7%
Cc1ccc(C(O)CSc2nnc(-c3ccc4ccccc4c3)n2C)cc1 (stereo not drawn)	-13%	23%	-1%	?	7%	-4%	-1%	0%	-1%
Cc1cccc(C)c1NC(=O)CSc1nnc(-c2cccnc2)o1	-3%	13%	-3%	1%	1%	0%	7%	-5%	0%
CC(C)OC(=O)CSc1nnc(-c2cnccn2)n1C	1%	3%	21%	18%	-5%	2%	21%	5%	-6%
C=CCn1c(SC(C)C(=O)Nc2ccc(F)c(F)c2F)nnc1C1CC1 (stereo not drawn)	-8%	-16%	17%	6%	9%	-7%	15%	4%	6%
